ABCB1 block – human ABCB1 inhibition, ABCG2 as counter-screen | P08183 | inhibition, % at 6.6 µM | AID 1326 | CCRF-Adr cells, JC-1 efflux, flow cytometry | actives 0.067% (n = 190,000); in the data active means inhibition above about 40%;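 further: 0% = vehicle and 100% = reference inhibitor; higher value means more JC-1 retained so stronger ABCB1 efflux block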
RGS8-Gao reg – human RGS8-Galphao interaction regulation; P09471; multiplexed bead flow cytometry, RGS8-Galphao binding; actives lie on both sides; response (percent of control binding), % at 10 µM; actives 0.34% (n = 220,000); in the data active means response below about 60% or above about 140%; inactive means in between;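 further: Galphao activated as the GDP aluminium fluoride complex binding bead-coupled RGS8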
Target sequence (P09471 whole entry, looked up): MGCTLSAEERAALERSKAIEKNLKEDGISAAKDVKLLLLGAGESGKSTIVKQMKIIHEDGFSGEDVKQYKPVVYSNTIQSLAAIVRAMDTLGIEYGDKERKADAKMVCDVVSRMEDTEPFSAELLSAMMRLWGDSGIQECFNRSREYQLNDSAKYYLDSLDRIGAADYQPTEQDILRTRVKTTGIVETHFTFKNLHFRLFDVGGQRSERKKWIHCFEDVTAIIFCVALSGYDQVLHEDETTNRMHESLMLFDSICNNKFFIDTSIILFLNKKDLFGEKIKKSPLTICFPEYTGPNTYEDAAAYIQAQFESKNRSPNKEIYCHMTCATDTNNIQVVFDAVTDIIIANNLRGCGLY
RGS4-Gao reg – modulates binding of RGS4 to human Galphao | P09471 | Multiplexed bead flow cytometry; actives lie on both sides | binding response (% of control), % at 10 µM | actives 0.33% (n = 220,000) | AID 1415; in the data active means binding response below about 49% or above about 150%; inactive means in between;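 further: fluorescent Galphao activated with aluminum fluoride binding bead-coupled RGS4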
Bim-Bfl-1 – inhibitors of Bim-Bfl-1 interaction, human; actives 0.12% (n = 190,000); Bead-based flow cytometry, Bim-Bfl-1 binding inhibition; Q16548; inhibition, % at 10 µM;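 further: 0% = wells without compound plus tracer and 100% = blocker peptide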
Bim-Bcl-2 – human Bim-Bcl-2 interaction inhibition. P10415. Bead-based flow cytometry, Bim peptide-Bcl-2 binding. inhibition, % at 10 µM. actives 0.06% (n = 190,000). AID 950; in the data active means inhibition above about 40%; inconclusive means no clear call, values can overlap the other calls;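 further: 0% = no compound wells with probe peptide and 100% = reference peptide inhibitor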
Mcl-1 Bim block – human Bim-Mcl-1 interaction inhibition | Q07820 | inhibition, % at 10 µM | AID 1009 | actives 0.1% (n = 190,000) | Bead-based flow cytometry, Bim peptide-Mcl-1 binding;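 further: 0% = no compound tracer wells and 100% = peptide blocker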
ABCG2 block – inhibitors of human ABCG2 transporter, ABCB1 counter-screen; AID 1325; IgMXP3 cells, JC-1 efflux, flow cytometry; Q9UNQ0; actives 0.1% (n = 190,000); inhibition, % at 6.6 µM;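 active means inhibition above 80%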;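 further: 0% = DMSO and 100% = nicardipine control wells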
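Assay system – ABCG2 IgMXP3 and barcoded ABCB1 CCRF-Adr cell mix · Input – 3 million cells/mL in well · Reagent – JC-1 fluorescent substrate · Compound – single test compound dose, 6.6 µM final · Timing – 10 min exposure at 25 °C with rotation, no wash · Detection – flow cytometry of retained JC-1 fluorescence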
Bcl-W Bim block – human Bim-Bcl-W interaction inhibition. Q92843. bead-based flow cytometry, Bim peptide-Bcl-W binding. inhibition, % at 10 µM. actives 0.02% (n = 190,000). AID 952;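 further: 0% = bound tracer without compound and 100% = peptide blocker; higher means less fluorescent Bim peptide bound to Bcl-W beads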
RGS7-Gao – regulators of human RGS7-Galphao interaction; AID 1439; binding response (% of control), % at 10 µM; actives 0.35% (n = 220,000); Multiplexed bead flow cytometry, RGS7-Galphao binding; actives lie on both sides; in the data active means binding response below about 49% or above about 150%; inconclusive means no clear call, values can overlap the other calls; inactive means in between;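 further: fluorescent Galphao held in activated GDP-AlF4 state binding bead-coupled RGS7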
Bim-Bcl-XL – disrupts Bim peptide binding to human Bcl-XL. inhibition, % at 10 µM. actives 0.04% (n = 190,000). AID 1007. bead flow cytometry, fluorescence
Target sequence (Q07817 whole entry, looked up): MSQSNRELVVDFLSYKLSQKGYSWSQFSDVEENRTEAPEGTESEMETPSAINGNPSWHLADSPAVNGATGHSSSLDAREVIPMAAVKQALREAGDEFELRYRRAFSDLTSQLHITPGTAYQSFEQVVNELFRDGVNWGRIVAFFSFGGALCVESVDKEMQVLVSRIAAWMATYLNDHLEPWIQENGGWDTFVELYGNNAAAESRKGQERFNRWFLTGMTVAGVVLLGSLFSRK
Bim-Bcl-B – human Bim-Bcl-B interaction inhibition. bead-based flow cytometry, Bim peptide-Bcl-B binding. Q9HD36. AID 951. inhibition, % at 10 µM. actives 0.073% (n = 190,000);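 further: 0% = tracer peptide without compound and 100% = reference inhibitor peptide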
Target sequence (Q9HD36 whole entry, looked up): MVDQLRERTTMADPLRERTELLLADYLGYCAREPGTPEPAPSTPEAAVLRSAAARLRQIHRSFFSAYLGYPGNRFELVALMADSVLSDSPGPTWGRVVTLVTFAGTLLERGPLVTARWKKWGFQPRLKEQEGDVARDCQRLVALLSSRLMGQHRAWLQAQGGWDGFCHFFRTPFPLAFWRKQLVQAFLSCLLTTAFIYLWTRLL
* marks the source's active call; other numbers are inactive results; u = inconclusive; x = not tested or not shown; [ ] = another dose, or the depositor's remark. Unless noted, no stated cut-off is given here; in the data, active means inhibition above about 40%.

SMILES	ABCB1 block	RGS8-Gao reg	RGS4-Gao reg	Bim-Bfl-1	Bim-Bcl-2	Mcl-1 Bim block	ABCG2 block	Bcl-W Bim block	RGS7-Gao	Bim-Bcl-XL	Bim-Bcl-B
CC(=O)c1ccc(N2CCN(C(=O)/C=C/c3ccc(S(=O)(=O)NCc4ccco4)cc3)CC2)cc1	0.8	108	113	-1	2	0	4	-3	111	0	0
CCCn1c(=O)c2ccccc2n2c(SCC(=O)c3ccc(CC)cc3)nnc12	1.5	104	101	0	0	0	10	0	106	2	1
Cc1c(Br)c(=O)[nH]c(=O)n1COCc1ccccc1	0.2	96	92	-1	-5	-1	1	-1	92	-1	-2
CCOc1ccc(C(C)=O)cc1COC(=O)C1=COCCO1	-0.5	104	103	-8	-8	-2	8	1	102	-4	-4
COc1ccc(NC(=S)N2CCN(C/C=C/c3ccccc3)CC2)c(OC)c1	1.0	99	94	-6	0	-3	4	0	107	-3	-1
C=CCn1c(C)cc(C(=O)Cn2nc(C(=O)O)c3ccccc3c2=O)c1C	1.6	99	99	-2	0	0	25	-1	98	-2	-5
COc1ccc(-c2cc(C(=O)NCCN3CCOCC3)c3ccccc3n2)c(OC)c1	0.9	102	107	0	-2	0	1	0	102	-3	-2
CCCN(CCC)CCCNC(=S)Nc1ccc2nc(N3CCCC3)cc(C)c2c1	-0.2	99	104	5	1	0	1	0	100	0	3
C/C(=N\Nc1ccc(F)cc1)c1ccncc1	0.0	80	95	-6	-3	-2	46	-3	92	-4	-6
CC(C)N1CCN(Cc2ccc(C#CC(C)(C)O)cc2)CC1CCO (stereo not drawn)	-1.2	109	100	0	-1	-1	0	-3	104	-2	-1
COC(=O)c1c(NC(=O)CC2SC(N)=NC2=O)sc2c1CCC(C(C)(C)C)C2 (stereo not drawn)	0.4	105	104	0	0	-5	0	-1	100	-4	-9
O=C1NCCN(C(=O)CCc2nnc(-c3ccsc3)o2)C1c1ccc(F)cc1 (stereo not drawn)	-0.3	102	101	-6	-6	-6	1	-3	96	-3	-6
CCn1cc(NC(=O)Nc2ccc(OC)c(OC)c2)c(C(N)=O)n1	0.7	104	103	x	u	x	-10	x	99	x	x
Cc1nn(CC(=O)NCc2ccccn2)c(C)c1[N+](=O)[O-]	1.8	100	95	-5	-2	0	7	0	100	-5	-6
CC(=O)C1=C(O)C(=O)N(c2cccc(C(=O)O)c2)C1c1ccc(F)cc1 (stereo not drawn)	-0.1	100	97	-5	-9	-2	0	-4	95	-5	-5
COC(=O)c1sccc1NC(=O)Cc1ccc(OC)c(OC)c1	0.4	103	100	3	5	-1	1	0	101	-1	1
O=C(CSc1nc2ccccc2[nH]1)c1c[nH]c2ccccc12	-0.4	101	95	-4	1	2	0	0	93	-3	-6
Cc1cc(NC(=O)CSc2nc3cc(Cl)ccc3c(=O)n2Cc2ccco2)no1	1.6	100	100	-7	-4	1	5	-1	u	-2	-8
CC(=O)c1c(C)oc2ccc(N(C(=O)C3CCCCC3)S(=O)(=O)c3cc([N+](=O)[O-])ccc3C)cc12	1.8	93	94	0	4	-1	5	0	90	0	0
CC1=NN(C(=O)COc2ccccc2C)C(O)(c2ccc(Cl)cc2)C1 (stereo not drawn)	-0.5	115	102	-3	-4	-6	-2	-3	108	-6	1

A few values from the list.
`O=C1NCCN(C(=O)CCc2nnc(-c3ccsc3)o2)C1c1ccc(F)cc1` (stereo not drawn) | ABCB1 block: -0.3
`CC1=NN(C(=O)COc2ccccc2C)C(O)(c2ccc(Cl)cc2)C1` (stereo not drawn) | Bim-Bcl-2: -4

6 compounds from above, limited to RGS4-Gao reg:
SMILES	RGS4-Gao reg
CCn1cc(NC(=O)Nc2ccc(OC)c(OC)c2)c(C(N)=O)n1	103
Cc1nn(CC(=O)NCc2ccccn2)c(C)c1[N+](=O)[O-]	95
CC(=O)C1=C(O)C(=O)N(c2cccc(C(=O)O)c2)C1c1ccc(F)cc1 (stereo not drawn)	97
COC(=O)c1sccc1NC(=O)Cc1ccc(OC)c(OC)c1	100
O=C(CSc1nc2ccccc2[nH]1)c1c[nH]c2ccccc12	95
Cc1cc(NC(=O)CSc2nc3cc(Cl)ccc3c(=O)n2Cc2ccco2)no1	100

The results go on.
SMILES	ABCB1 block	RGS8-Gao reg	RGS4-Gao reg	Bim-Bfl-1	Bim-Bcl-2	Mcl-1 Bim block	ABCG2 block	Bcl-W Bim block	RGS7-Gao	Bim-Bcl-XL	Bim-Bcl-B
CCOc1c(Br)cc(C2NS(=O)(=O)N=C3CCCCCN32)cc1OC (stereo not drawn)	0.8	101	102	-6	-2	0	4	-6	103	-1	0
C=CCn1cnc2c(c1=O)c1nc3ccccc3nc1n2-c1ccc(C)cc1	1.4	98	99	3	1	1	27	0	100	2	-2
CN1C(=O)C(O)(CC(=O)/C=C/c2ccco2)c2ccccc21 (stereo not drawn)	0.6	97	99	-1	1	0	0	-1	101	0	-4
Cc1cc(C(=O)NNC(=S)NCC2CCCO2)cs1 (stereo not drawn)	0.5	97	97	0	0	1	2	0	98	-3	-3
CCN(CC)CCNC(=O)c1ccc(N)cc1	-0.1	x	x	0	-4	-2	-1	-3	x	-3	-3
COc1ccc(/C=C/CN2CCN(CC(C)C)C(CCO)C2)cc1 (stereo not drawn)	0.1	94	93	-5	-3	-2	0	-1	95	1	-3
O=C(c1ccccc1NS(=O)(=O)c1ccc(Cl)cc1)N1CCc2ccccc21	-0.1	98	89	-6	-7	-6	0	-5	81	-10	-6
CCCCOC(=O)c1ccc(NC(=O)C(=O)NCc2cccnc2)cc1	-1.5	95	90	-5	-3	-2	11	-2	89	0	-3
O=C(Cc1cccs1)NCc1ccc(F)cc1	0.5	105	99	-10	-13	0	2	1	99	-3	-2
CC(C)c1ccc(O)c(N)c1	-0.3	101	98	-6	-9	-1	-2	0	94	-3	-9
COc1cccc(N2CCN(C(=O)CCCCCNc3nc(=S)[nH]c4ccccc34)CC2)c1	1.9	100	102	0	0	8	9	5	100	7	-9
COCCNc1nc2c(c(=O)n(C)c(=O)n2C)n1Cc1cccc(C(F)(F)F)c1	0.6	103	100	-13	-7	-1	4	4	99	0	-6
CC(C)NC(=O)c1cc(-c2ccc(Br)cc2)on1	-0.1	102	101	-4	0	-7	26	-6	100	-6	-2
Cc1ccc(NC(=S)N2CCC(N(C)CC3CCCO3)CC2)cc1C (stereo not drawn)	0.3	117	101	3	-1	1	2	-2	95	-1	0
CC1=C(C(=O)OCCOC(C)C)C(c2cccnc2)C2=C(CCCC2=O)N1 (stereo not drawn)	0.2	102	105	-11	-5	3	2	0	100	-3	-3
COc1cc(OC)nc(Oc2ccccc2C(=O)Oc2ccc(F)cc2Cl)n1	0.3	100	103	-12	-7	19	5	0	105	0	-1
O=C(CCCN1C(=O)/C(=C/c2ccccc2)SC1=S)Nc1ccccc1O	-0.1	102	100	-4	-2	-3	0	-3	102	-3	-6
Cc1cc2cc3c(cc2nc1SCC(=O)Nc1nc(C)c(C)s1)OCO3	2.7	108	164*[activator]	12	17	8	4	2	121	4	14
COc1cc2c(C)nc3onc(-c4ccccc4)c3c2cc1OC	11	95	99	-9	-8	4	12	1	101	-7	-4
Cc1cccc(S(=O)(=O)NNC(=O)Cc2cccn2C)c1	0.2	99	100	-2	-3	1	0	-2	105	-1	-4
Cc1noc(C)c1S(=O)(=O)Nc1ccc(C(=O)NCCc2ccccc2)cc1	1.3	104	103	-2	1	-2	9	-1	101	-5	-3
O=C(Cn1cnc2c(nnn2Cc2ccccc2F)c1=O)N1CCN(c2ccccc2)CC1	1.0	106	107	0	0	-1	3	-1	104	-2	-3
Cc1ccc(OCC(=O)c2cc(C)n(C3CC3)c2C)c([N+](=O)[O-])n1	0.2	101	98	-2	-1	0	74	-1	99	-5	-8
CN(C)C(=O)c1nc2ccccc2s1	1.1	102	102	0	0	-2	7	-1	100	-5	-4
COc1ccc(C(=O)NC(=S)Nc2cccnc2)cc1OC	0.1	97	92	-7	0	-1	1	-1	96	-3	-4
CCOc1ccccc1CN(Cc1ccco1)S(=O)(=O)c1ccc(-n2cnnn2)c(OC)c1	3.3	102	104	-6	-9	-4	4	-1	100	0	-8
CCOc1cc2[nH]c(=S)n(CCCC(=O)NCc3ccco3)c(=O)c2cc1OCC	0.0	99	99	3	2	0	2	-2	96	0	-6
CCC(C)NCCCCOc1cc(C)cc(C(C)C)c1 (stereo not drawn)	2.0	102	102	-1	2	0	2	-2	100	-2	-3
CC1CCCCN1c1ncnc(N)c1[N+](=O)[O-] (stereo not drawn)	0.3	108	103	-5	-1	0	2	-1	104	-2	1

Arranged by SMILES length (lowest first): part of the list above
SMILES	ABCB1 block	RGS8-Gao reg	RGS4-Gao reg	Bim-Bfl-1	Bim-Bcl-2	Mcl-1 Bim block	ABCG2 block	Bcl-W Bim block	RGS7-Gao	Bim-Bcl-XL	Bim-Bcl-B
CC(C)c1ccc(O)c(N)c1	-0.3	101	98	-6	-9	-1	-2	0	94	-3	-9
COc1cc2c(C)nc3onc(-c4ccccc4)c3c2cc1OC	11	95	99	-9	-8	4	12	1	101	-7	-4
COc1cc(OC)nc(Oc2ccccc2C(=O)Oc2ccc(F)cc2Cl)n1	0.3	100	103	-12	-7	19	5	0	105	0	-1
O=C1NCCN(C(=O)CCc2nnc(-c3ccsc3)o2)C1c1ccc(F)cc1 (stereo not drawn)	-0.3	102	101	-6	-6	-6	1	-3	96	-3	-6

An unsorted share of the library. Share with any hit: about 0.94%.
